# Bioassay records: PubChem, Johns Hopkins Ion Channel Center
# Kir21 block: inhibitors of mouse Kir2.1 inward-rectifier potassium channel; Inward rectifier potassium channel 2 (Mus musculus), P35561; HEK293-Kir2.1, FluxOR thallium flux fluorescence; active compounds read low; B-score at 10 µM; 310,000 compounds, 0.85% hits; AID 1672, 2009;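 active means fluorescence ratio B-score at or below minus 3 SD of library scores, with starting-brightness B-score within 2 SD, cut at about -4.2 in these data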;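 further: channel flux triggered by added potassium and thallium sulfate stimulus; B-score of peak minus minimum fluorescence over baseline after thallium stimulus; more negative B-score means stronger Kir2.1 block with less thallium influx; some compounds called inactive have numbers as strong as hits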
# Target sequence (P35561 whole entry, looked up): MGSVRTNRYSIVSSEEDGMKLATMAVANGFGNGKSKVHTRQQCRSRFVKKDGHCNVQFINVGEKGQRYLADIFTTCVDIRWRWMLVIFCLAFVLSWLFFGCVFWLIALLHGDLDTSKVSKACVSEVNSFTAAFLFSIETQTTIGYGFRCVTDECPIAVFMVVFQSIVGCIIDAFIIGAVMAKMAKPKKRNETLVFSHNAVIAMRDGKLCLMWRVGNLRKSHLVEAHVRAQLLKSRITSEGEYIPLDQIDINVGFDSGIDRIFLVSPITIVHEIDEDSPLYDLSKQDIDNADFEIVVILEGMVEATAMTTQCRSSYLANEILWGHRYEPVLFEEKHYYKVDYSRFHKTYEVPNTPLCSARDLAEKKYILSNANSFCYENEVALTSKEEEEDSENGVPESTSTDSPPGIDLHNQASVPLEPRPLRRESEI
# KCNQ2 block: KCNQ2 potassium channel inhibitors, primary screen, cell-based, CHO-K1, FluxOR thallium flux, B-score (AID 2156); Potassium voltage-gated channel subfamily KQT member 2 (Rattus norvegicus), O88943; 20 min; active compounds read low; B-score at 10 µM; 310,000 compounds, 1.1% hits;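 active means fluorescence ratio B-score at most minus 3 library SDs, with starting brightness B-score within 2 library SDs, cut at about -5.5 in these data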
# * hit, by the source's call; i = inactive.
SMILES,Kir21 block,KCNQ2 block
Cc1cccc(-n2ncc3c(NCc4ccco4)ncnc32)c1,0.88,i
CCCC(=O)NC(=S)Nc1ccc(Cl)cn1,-1.81,i
O=c1[nH]cnc2nn(-c3ccccc3)nc12,0.58,i
CCNC(=S)Nc1cc2oc3ccccc3c2cc1OC,-0.61,i
COc1cccc(C(CC(=O)NCc2ccco2)NS(=O)(=O)c2ccc(C)cc2)c1OC (stereo unspecified),-1.69,i
Cc1ccc2c(=O)cc(C(F)F)oc2c1,0.36,i
O=C(NCCCN1CCCC1=O)c1cccc(S(=O)(=O)Nc2ccc(Br)cc2)c1,-0.61,i
O=S(=O)(c1ccc(Cl)cc1)n1cnc2ccccc21,2.3,i
CCCCN=CC1=C(O)C(C(=O)OC)C(C)(C)CC1=O (stereo unspecified),-0.98,i
CCN(Cc1ccccc1)C(=O)CCc1nc(-c2ccc(C)cc2)no1,-6.69*,i
O=C(Nc1cccc(C(F)(F)F)c1)Nc1ccc2[nH]c(=O)[nH]c2c1,-0.92,i
CCOC(=S)SCC(=O)N1CCc2cc(OC)ccc2C1C1C(=O)CCCC1=O (stereo unspecified),0.28,i
CC(C)CNC(=O)c1ccccc1Oc1ccccc1,-3.98,i
COc1ccc(Cl)cc1NC(=O)NN1CCN(C)CC1,0.43,i
O=c1ccn(Cc2ccccc2)c(=O)n1Cc1ccccc1,0.07,i
COc1ccccc1C(=O)Nc1nnc(SCC(=O)NC2CCCC2)s1,0.02,i
CN(C)c1ccc(C(C#N)c2ccccc2)nn1 (stereo unspecified),-1.05,i
CCOC(=O)CCn1cc(F)c(=O)[nH]c1=O,0.78,i
CC(C(=O)NCCN1CCOCC1)c1ccc([N+](=O)[O-])cc1 (stereo unspecified),0.08,i
O=C(Nc1cccc(F)c1)c1c(O)c2ccccc2[nH]c1=O,-1.14,i
COc1cccc(C(C2C(=O)CC(C)(C)CC2=O)C2C(=O)CC(C)(C)CC2=O)c1,0.65,i
CC(=O)Oc1c(-c2ccc(Br)o2)oc2ccccc2c1=O,-0.31,i
O=C(c1ccco1)N(Cc1cccs1)C1CCS(=O)(=O)C1 (stereo unspecified),-1.11,i
O=C(/C=C/c1cccc(F)c1)NNC(=O)c1ccncc1,-0.02,i

# Copied from above for reference:
SMILES,Kir21 block,KCNQ2 block
CC(C)CNC(=O)c1ccccc1Oc1ccccc1,-3.98,i
COc1ccc(Cl)cc1NC(=O)NN1CCN(C)CC1,0.43,i
O=c1ccn(Cc2ccccc2)c(=O)n1Cc1ccccc1,0.07,i
COc1ccccc1C(=O)Nc1nnc(SCC(=O)NC2CCCC2)s1,0.02,i
CN(C)c1ccc(C(C#N)c2ccccc2)nn1 (stereo unspecified),-1.05,i

# Further structures:
SMILES,Kir21 block,KCNQ2 block
CCOc1cc(CNC2CCCC2)cc(Cl)c1OCc1ccccc1,-8.76*,i
CCn1nc(C(=O)Nc2ccc(C)c(C)c2)c(Cl)c1Cl,-0.2,i
Cc1ccc(C(=O)n2nnc3ccccc32)cc1[N+](=O)[O-],0.68,i
Cc1ccccc1NC(=O)Cn1nc(C(=O)O)c2ccccc2c1=O,-0.46,i
COc1ccc(C(=O)NC(C)c2cnn(-c3ccccn3)c2C)o1 (stereo unspecified),0.18,i
O=C(/C=C/c1ccc(O)c([N+](=O)[O-])c1)c1ccc2ccccc2c1,-2.01,i
CC(=O)N1c2ccc(Cl)cc2C2OCCC2C1c1ccco1 (stereo unspecified),-1.4,i
CCn1c(=O)cc(OCC(=O)NC2CCCCC2)c2ccccc21,0,i
COc1nccnc1NS(=O)(=O)c1ccc(NCc2ccccc2O)cc1,1.47,i
O=C(COc1ccc2ccccc2c1Br)N1CCN(c2ccccn2)CC1,1.99,i
CCOC(=O)CNC(=O)CSc1ncnc2c1cnn2-c1ccc(OC)cc1,-1.56,i
Cc1cc(C(=O)COC(=O)c2ccc(N)c([N+](=O)[O-])c2)c(C)n1Cc1ccc2c(c1)OCO2,-1.11,i
CCc1ccc(OCc2nnc(SCCN3CCOCC3)n2CC)cc1,0.03,i
O=C(COC(=O)Cc1ccsc1)NC(c1ccccc1)c1ccccc1,-0.15,i
CCN(CC)S(=O)(=O)c1ccc2c(c1)N(CC(=O)NCCCN1CC(C)CC(C)C1)C(=O)CO2 (stereo unspecified),-0.55,i
Cc1cccc(C(=O)Oc2ccc3ccc(O)cc3c2)c1,0.31,i
COCC(C)NCc1cc(Br)ccc1OC (stereo unspecified),1.7,i
O=C(Nc1ccc(O)cc1)/C(=C\c1ccncc1)NC(=O)c1ccccc1,0.45,i
CC(=O)Nc1ccc(C(=O)Cn2nnc3ccccc3c2=O)cc1,1.94,i
CCOC(CCn1c(SCc2ccc([N+](=O)[O-])cc2)nc2ccccc2c1=O)OCC,1.26,i
CCCn1c(=O)c(C(=O)NCc2ccc3c(c2)OCO3)c(O)c2ccccc21,0.09,-5.87*
CCOC(=O)CNC(=S)N(Cc1cccs1)C1CCCC1,-2.98,i
COc1ccc(-c2[nH]ncc2CN(C)C(C)c2ccncn2)c(F)c1 (stereo unspecified),1.87,i
CCOc1ccc(S(=O)(=O)N2CCCCCC2)cc1,0.79,i
COCCCNC(=O)CCS(=O)(=O)Cc1ccc(C)cc1,-0.04,i
Cc1ccc(-c2n[nH]c3c2CCC3)cc1,0.08,i
O/N=C/c1nc2cc(Cl)ccc2o1,-1.11,i
O=c1c(-c2ccc(Br)cc2)[n+]([O-])c2ccccc2n1OCc1ccccn1,0.54,i
CCN(CC)C(=O)COc1ccc2oc(C)c(C(=O)OC(C)C)c2c1,-4.25*,i
CC(C)Cn1c(-c2ccc(F)cc2)n[nH]c1=S,-3.49,i
O=C(Nc1ccc(S(=O)(=O)Nc2ccccn2)cc1)C(F)(F)F,0.8,i
O=C(c1ccc(N2CCCS2(=O)=O)cc1)N1CCN(c2ccc(F)cc2)CC1,-0.54,i
O=c1cc2c(nn1Cc1ccccc1Cl)-c1ccccc1CC2,-1.5,i
COC(=O)[C@@H](NC(=O)Nc1ccc(OC(F)(F)F)cc1)C(C)C,0.91,i
O=C(CCCc1nc2ccccc2s1)NCc1ccccc1F,2.13,i
O=C(Nc1ccc(Br)cc1)C1C2C=CC3(O2)C1C(=O)N(CCN1CCOCC1)C3C(=O)NC1CCCCC1 (stereo unspecified),0.28,i
COc1cccc(C(=O)NCCCNC(=O)c2ccccn2)c1,0.75,i
Cn1c(CC(=O)c2ccc(Br)cc2)[n+](C)c2ccccc21,-0.03,i
O=C(NCCCN1CCOCC1)c1cc(-c2ccccc2F)no1,1.14,i
O=C(NCc1ccco1)C(=O)NCC1OCCN1S(=O)(=O)c1ccc(Br)cc1 (stereo unspecified),-0.59,i
Cc1cc(C)n(C(=O)CNC(=O)Cc2ccccc2)n1,0.52,i
COCCn1c(Sc2ccccc2)nc2c1c(=O)[nH]c(=O)n2C,2.19,i
COc1ccc(-n2ccnc2CN2CCCC(CO)(Cc3cccc(OC)c3)C2)cc1 (stereo unspecified),-1.99,i
COc1ccccc1NC(=O)N1CCN(c2ccnc3cc(Cl)ccc23)CC1,1.42,i
Cc1ccc(-c2nc(CSc3nc4ccccc4c(=O)n3C)cs2)cc1,0.39,i
C/C(CCc1ccc2c(c1)OCO2)=N\NC(=O)c1ccc(C)cc1C,-0.42,i
COc1ccc(Br)cc1CNC(=O)C1CCCN(S(C)(=O)=O)C1 (stereo unspecified),0,i
O=C(COc1cccc(Cl)c1)Nc1ccccc1N1CCCCC1,0.32,i
O=C(c1ccc(S(=O)(=O)Cc2cc(F)ccc2F)c([N+](=O)[O-])c1)N1CCCCC1,-0.26,i
COc1cccc(-c2nn3c(-c4cccc(C)c4)nnc3s2)c1,-0.62,i
Cc1cc(C)cc(N(CC(=O)NCC2CCCO2)S(=O)(=O)c2c(C)noc2C)c1 (stereo unspecified),-0.36,i
O=C(N/N=C/c1ccc2c(c1)OCO2)c1ccc(Cl)cc1Cl,0.27,i
CCOc1cc(C#N)c(NC(=O)Cn2nnc3ccccc32)cc1OCC,0.59,i
COc1ccc(CNCc2c(C(=O)N(C)C)nc3ccc(Cl)cn23)c(OC)c1,-0.02,i
CCOC(=O)c1ccc(COC(=O)CCc2nc(-c3ccccc3)c(-c3ccccc3)o2)cc1,-1.53,i
COc1ccc(CNC2CCCCC2)cc1,0.58,i
COc1cc(/C=C2/SC(=S)N(Cc3ccccc3)C2=O)ccc1O,0.75,i
COc1ccc(N2C(=S)NC(C)(C)CC2(C)c2ccc(OC(C)=O)cc2OC(C)=O)cc1 (stereo unspecified),-0.01,i
C/C(N)=C(/C#N)C(=O)CSc1cc(C)c2ccccc2n1,0.47,i
COc1ccc(/C=C2/CCc3ccccc3C2=O)cc1OC,0,i

# Single records, from the list above. Order of screens: Kir21 block, KCNQ2 block
# COc1ccc(-n2ccnc2CN2CCCC(CO)(Cc3cccc(OC)c3)C2)cc1 (stereo unspecified) across the screens: -1.99, i
# O=C(COC(=O)Cc1ccsc1)NC(c1ccccc1)c1ccccc1 across the screens: -0.15, i

# Look-ups from the results shown:
# In Kir21 block, COc1cccc(-c2nn3c(-c4cccc(C)c4)nnc3s2)c1 has the entry -0.62
# In Kir21 block, COc1cc(/C=C2/SC(=S)N(Cc3ccccc3)C2=O)ccc1O has the entry 0.75
# In Kir21 block, COc1ccc(CNCc2c(C(=O)N(C)C)nc3ccc(Cl)cn23)c(OC)c1 has the entry -0.02
# In Kir21 block, Cc1cc(C)cc(N(CC(=O)NCC2CCCO2)S(=O)(=O)c2c(C)noc2C)c1 (stereo unspecified) has the entry -0.36
# In Kir21 block, O=C(c1ccc(S(=O)(=O)Cc2cc(F)ccc2F)c([N+](=O)[O-])c1)N1CCCCC1 has the entry -0.26
# In Kir21 block, O=C(N/N=C/c1ccc2c(c1)OCO2)c1ccc(Cl)cc1Cl has the entry 0.27

# Later entries
SMILES,Kir21 block,KCNQ2 block
CSc1ccc(/C=C(\NC(=O)c2ccc(C)cc2)C(=O)NN)cc1,1.69,i
Cc1nc(SC(C(=O)c2ccccc2)c2ccccc2)nc2ccccc12 (stereo unspecified),0.79,i
NC(=O)c1cc([N+](=O)[O-])ccc1N1CCCCC1,-3.79,i
COC(=O)[C@H](CCSC)NC(=O)NCCc1ccc(F)cc1,-0.53,i
CCN1C(=O)c2ccc(C(=O)Nc3nccs3)cc2C1=O,0.72,i
N=c1c(C(=O)NC2CCCC2)cc2c(=O)n3ccccc3nc2n1CCCN1CCOCC1,0.53,i
CCOc1ccc(CNC(=O)C(C)n2ccc3cc(S(=O)(=O)N4CCCC4)ccc32)cc1 (stereo unspecified),-0.05,i
CCCCCCC(=O)N/N=C/Cc1ccccc1,-0.42,i
CCN(CC)C(=O)C(=O)c1cccn1-c1cccc(OC)c1C#N,0.35,i
CCOc1ccc(-n2c(C)nc3cc(C(=O)NCc4ccco4)ccc32)cc1,0.01,i
CCC(=O)Nc1sc(C(=O)Nc2ccccc2F)c(C)c1C(=O)OC,-0.38,i
CN(C)C=Nc1c(C(=O)c2ccccc2)sc2nccc(N(C)C)c12,0.16,i
CC(=O)N1N=C(c2ccncc2)OC12CCCCC2,-0.26,i
Cc1cc(C(=O)CN2C(=O)CCC2=O)c(C)n1Cc1ccccc1,0.32,i
Cc1ccc(CN2CCN(Cc3ccccc3)C(CCO)C2)s1 (stereo unspecified),2.14,i
CCOC(=O)N1CCN(C(=O)c2nn(C)c3c2CSc2ccccc2-3)CC1,0.56,i
CC1CCCC(C)N1CCNC(=O)Nc1ccc(Cl)cc1 (stereo unspecified),0.55,i
Cc1ccc(C(=O)N/N=C2\CCc3ccccc32)c(C)c1,2.86,i
Cc1cccc(NC(=O)CSc2nc(N)c(NC(=O)c3ccccc3F)c(=O)[nH]2)c1,0.78,i
CNC(=O)/C(C#N)=C/c1ccc(-c2ccc(OC)cc2[N+](=O)[O-])o1,-2.6,i
CC1CCc2ccccc2N1C(=N)N(C)C (stereo unspecified),-0.26,i
CCn1cnc2cc(NCc3ccc(OC)cc3)ccc21,1.39,i
CC(Oc1ccccc1)C(=O)Nc1c2c(nn1-c1ccccc1)CS(=O)(=O)C2 (stereo unspecified),-1.01,i
COC(=O)C1=C(C(=O)OC)C(c2cc([N+](=O)[O-])ccc2O)c2sc(=O)[nH]c2S1 (stereo unspecified),-0.8,i
COc1ccc(-c2nc3scc(-c4ccccc4)n3n2)cc1,3.24,i
CC(OC(=O)CC1CC2CCC1C2)C(=O)Nc1ccc(N2CCOCC2)cc1 (stereo unspecified),-0.16,i
COc1ccc(N2CCN(C(=O)CSc3nnc4nc(C)cc(C)n34)CC2)cc1,0.79,i
O=C(NCc1ccccc1)c1ccc(CSc2ccccc2)o1,-1.02,i
CC1CCC/C(=N\Nc2ccc(Cl)c(C(=O)O)c2)C1 (stereo unspecified),-0.48,i
Cc1ccccc1NC(=O)COC(=O)c1c[nH]c(=O)[nH]c1=O,-0.35,i
CCOP(=O)(OCC)/C(=C/N1CCCCC1)NC(=O)c1ccccc1,-1.13,i
Cc1nnc2ccc(N3CCN(c4cccc(C(F)(F)F)c4)CC3)nn12,1.06,i
CC(=O)Nc1ccc(S(=O)(=O)Nc2nc(C)cc(-n3nc(C)cc3C)n2)cc1,0.02,i
Nc1nonc1C(=O)NCCNCc1ccccc1OCc1ccccc1F,-0.39,i
O=C(/C=C/c1ccc(Cl)cc1Cl)NC(=S)Nc1ccccn1,1.37,i
Cc1c(Cc2ccccc2)c(=O)oc2c(C)c(OC(C)C(=O)N[C@@H](Cc3ccccc3)C(=O)O)ccc12 (stereo partly specified),0.92,-7.65*
O=C(NC(=S)NC1CCSC1=O)c1ccccc1Cl (stereo unspecified),-0.43,i
Cc1ccc(Oc2ccc(S(=O)(=O)NCC(C)(C)N3CCOCC3)cc2)cc1,-1.04,i
Cc1cc(Nc2ccc(C)c(Br)c2)n2nc(C)nc2n1,1.64,i
Cc1ccc(S(=O)(=O)N(CC(=O)NC2CCCCCC2)c2ccccc2F)cc1,-0.32,i
